HIF act: HIF pathway transcriptional activation. U2OS HRE-luciferase reporter, luminescence; normalized: DMSO 0%, desferrioxamine 100%. activation, % at 7.5 µM (by protocol). 300,000 compounds, 0.32% hits. AID 1910;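 active = mean activation of at least 10% of the iron chelator positive control signal, with at least half of replicates also reaching 10%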
HDAC3 inhib: blocks human histone deacetylase 3. O15379. inhibition, % at 8.3 µM. 320,000 compounds, 0.15% hits. recombinant HDAC3, fluorogenic peptide/trypsin coupled, fluorescence; in the data active = inhibition above about 26%, passing the limit was not always enough
Target sequence (O15379 whole entry, looked up): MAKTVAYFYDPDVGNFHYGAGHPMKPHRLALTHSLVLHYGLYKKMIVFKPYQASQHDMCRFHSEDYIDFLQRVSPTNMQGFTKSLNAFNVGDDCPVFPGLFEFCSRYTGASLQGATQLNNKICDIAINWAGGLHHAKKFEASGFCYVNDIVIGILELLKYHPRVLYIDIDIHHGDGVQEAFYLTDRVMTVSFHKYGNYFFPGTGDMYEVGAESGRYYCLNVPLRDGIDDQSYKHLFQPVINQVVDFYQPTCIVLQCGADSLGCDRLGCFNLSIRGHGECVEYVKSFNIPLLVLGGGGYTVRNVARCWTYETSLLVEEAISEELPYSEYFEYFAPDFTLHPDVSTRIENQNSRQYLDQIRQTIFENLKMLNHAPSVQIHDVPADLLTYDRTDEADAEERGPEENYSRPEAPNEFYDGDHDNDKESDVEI
HSF1 activator: increases HSF-1 driven luciferase reporter signal. activation, % at 9 µM. AID 504408. NIH3T3-HGL HSF-1 luciferase reporter, MG132, 8 h; 100% = twice DMSO control signal. 300,000 compounds, 1.7% hits;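 active = mean replicate activation of at least 50% with a set share of replicates each reaching 50%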;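 also: 0% = median of the neutral control wells and 100% = twice that signal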
Platelet DG rel: modulates dense granule release in human platelets; human platelet-rich plasma, SFLLRN dense granule ATP release, luminescence; inhibition, %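 (compounds screened at 7.5 µM in platelet-rich plasma)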; 300,000 compounds, 0.22% hits; AID 1663;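 active = mean replicate score, as percent of positive control, at or above 50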
KLF5 inh: suppresses KLF5 promoter-driven expression; DLD-1 KLF5 promoter-luciferase reporter, luminescence; inhibition, % at 5 µM; 290,000 compounds, 0.23% hits;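 active = inhibition above a per-plate limit of that plate's mean compound inhibition plus 3 SD, cut at about 60% in these data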;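 also: 0% = DMSO wells and 100% = LY294002 at 200 µM; higher means less KLF5 promoter-driven luciferase light; inactives centre near -14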
HSF1 inh: HSF1 inhibition. NIH3T3-HGL HSE-luciferase, MG132-induced, luminescence 8 h; stronger effect = lower value. activity change, negative = inhibition, % at 7.5 µM (by protocol). 300,000 compounds, 0.77% hits;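 active = more than half of replicate wells show activity change below -50%, luminescence cut by over half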;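 also: luciferase reports HSF-1 transcriptional activity via heat shock element; 0% = median of DMSO wells and -100% = zero luminescence signal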
HSP90 inh: inhibitors of HSP90 luciferase refolding in rabbit reticulocyte lysate | luciferase refolding luminescence, 3 h | inhibition, % at 5.6 µM | 290,000 compounds, 0.91% hits;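 active = inhibition above the screen-wide mean plus 3 SD, computed separately per campaign, cut at about 16% in these data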;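 also: 0% = DMSO wells and 100% = 60 µM geldanamycin wells; inhibitors lower the luminescence because luciferase stays unfolded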
AI-2 QS mod: modulators of Vibrio harveyi AI-2 quorum sensing system; 300,000 compounds, 0.4% hits; Vibrio harveyi JMH597 AI-2 luminescence/OD600 ratio, 9 h; stronger effect = lower value; strain lacks LuxN and CqsS sensors; 0 = neutral-control median; activity change, % at 7.5 µM; in the data active = activity change below about -75%, passing the limit was not always enough;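 also: luminescence divided by OD600 gain over 9 h not by final OD600 alone; inactives centre near 13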
aSyn UTR inh: 5' untranslated region of α-synuclein, MLPCN primary screen; alpha-synuclein 5'UTR reporter, inhibitor activity; inhibition, % (tested at 7.5 µM); 300,000 compounds, 0.82% hits; in the data active = inhibition above about 60%;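 also: H4 neuroglioblastoma cells stably carrying SNCA 5'UTR luciferase fusion; 0% = DMSO wells and 100% = positive control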
IEC-6 cytotox: IEC-6 cytotoxicity, counter-screen for KLF5 inhibitors | inhibition, % at 5 µM | luminescence viability | 290,000 compounds, 0.78% hits; in the data active = inhibition above about 22%;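 also: 0% = plate median of test compound wells and 100% = cytotoxic reference compound wells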
* = called active by the depositor; · = no result given. The order is random; about 5% have a hit in one of these screens.

1	CCc1ccc(NC(=O)C2(c3ccccc3)CC2(Cl)Cl)cc1 (stereo not drawn)
2	CC(Sc1nc2ccccc2s1)C(=O)NCc1ccc2c(c1)OCO2 (stereo not drawn)
3	CCCN(CCC)CCNC(=O)C1CC(=O)N(c2ccc(OC)cc2)C1c1ccc(OC)cc1 (stereo not drawn)
4	CCOC(=O)C1=C(C)NC(C)=C(C(=O)OCC)C1C(=O)OCC(=O)N1CCc2ccccc21
5	Cn1ncc(Cl)c1C(=O)Nc1nnc(C2CC2)s1
6	CCCOC(=O)c1ccc(NC(=O)C(CC)CC)cc1
7	O=C(CSc1nnnn1-c1ccc2c(c1)OCCO2)N1CCN(C(=O)c2ccco2)CC1
8	Cc1ccc(CSc2ncnc3c2cnn3Cc2ccccc2)cc1C

Compound,1,2,3,4,5,6,7,8
Platelet DG rel,2.0,4.6,-1.5,4.4,1.0,-0.3,1.3,0.1
HIF act,-0.5,0.9,1.1,-0.6,-1.7,0.1,0.3,-0.2
IEC-6 cytotox,-4.7,4.2,-0.3,0.7,-0.5,1.2,-3.7,-5.4
HDAC3 inhib,1.6,2.7,-2.1,4.2,-9.9,2.5,0.1,-4.8
HSF1 inh,-0.3,11.8,-1.3,-4.0,-4.2,2.1,0.1,3.4
KLF5 inh,-16.5,-4.3,-17.5,-2.7,-15.3,-22.3,-48.5,-9.2
HSP90 inh,2.3,-1.3,0.0,-1.2,-1.3,-0.6,3.5,0.9
aSyn UTR inh,19.1,-8.0,1.0,27.4,-13.0,-57.0,1.5,0.0
HSF1 activator,4.2,23.0,3.5,10.5,5.4,19.5,6.5,10.1
AI-2 QS mod,14.5,8.0,4.7,17.3,21.6,20.6,3.5,-1.6

Compound profiles, as listed above. Order of values: Platelet DG rel, HIF act, IEC-6 cytotox, HDAC3 inhib, HSF1 inh, KLF5 inh, HSP90 inh, aSyn UTR inh, HSF1 activator, AI-2 QS mod
Cn1ncc(Cl)c1C(=O)Nc1nnc(C2CC2)s1 is listed as 1.0, -1.7, -0.5, -9.9, -4.2, -15.3, -1.3, -13.0, 5.4, 21.6
O=C(CSc1nnnn1-c1ccc2c(c1)OCCO2)N1CCN(C(=O)c2ccco2)CC1 is listed as 1.3, 0.3, -3.7, 0.1, 0.1, -48.5, 3.5, 1.5, 6.5, 3.5

In another format: 3 of the compounds above
No.	SMILES	Platelet DG rel	HIF act	IEC-6 cytotox	HDAC3 inhib	HSF1 inh	KLF5 inh	HSP90 inh	aSyn UTR inh	HSF1 activator	AI-2 QS mod
3	CCCN(CCC)CCNC(=O)C1CC(=O)N(c2ccc(OC)cc2)C1c1ccc(OC)cc1 (stereo not drawn)	-1.5	1.1	-0.3	-2.1	-1.3	-17.5	0.0	1.0	3.5	4.7
7	O=C(CSc1nnnn1-c1ccc2c(c1)OCCO2)N1CCN(C(=O)c2ccco2)CC1	1.3	0.3	-3.7	0.1	0.1	-48.5	3.5	1.5	6.5	3.5
8	Cc1ccc(CSc2ncnc3c2cnn3Cc2ccccc2)cc1C	0.1	-0.2	-5.4	-4.8	3.4	-9.2	0.9	0.0	10.1	-1.6

(continued)
9	CCc1nc(SCC(=O)NNC(=O)c2ccc(OC)cc2)c2ccccc2n1
10	CC(=O)Nc1ccc(S(=O)(=O)Oc2ccc(/C=N/NC(=O)c3ccc(Cl)cc3)cc2)cc1
11	COc1cc(/C=C/C(=O)N2CCN(c3ccccn3)CC2)cc(OC)c1OC
12	COC(=O)C(Cc1ccccc1)NC(=O)COc1ccc(C(C)(C)C)cc1 (stereo not drawn)
13	CC(C)(CCO)NC(=S)NC1CC2C=CC1C2 (stereo not drawn)
14	O=C(c1cccc([N+](=O)[O-])c1)c1ccc2c(c1)C(=O)NC2=O
15	Nc1cc(=O)[nH]n1C1CCN(c2ccccc2)CC1
16	CN(CC(=O)Nc1c(Cl)cccc1Cl)C(=O)CCCN1C(=O)c2ccccc2C1=O

Compound,9,10,11,12,13,14,15,16
Platelet DG rel,-6.8,3.9,-0.4,1.4,-7.4,-2.0,-2.1,3.4
HIF act,0.4,-0.1,-0.3,-2.0,-0.2,0.1,-0.3,-0.2
IEC-6 cytotox,6.5,4.2,13.2,3.9,3.1,-3.8,2.5,-0.9
HDAC3 inhib,-0.7,-4.7,1.3,13.9,-10.4,2.7,3.6,0.5
HSF1 inh,0.7,1.0,-10.1,-3.8,-3.4,4.4,-0.8,-4.4
KLF5 inh,-37.2,-25.5,10.8,-27.9,-22.0,-17.4,-13.0,-2.2
HSP90 inh,-2.3,2.9,1.8,-5.1,5.2,2.2,2.6,-0.9
aSyn UTR inh,-0.5,-10.3,-1.9,9.3,-1.2,-6.8,-5.3,3.7
HSF1 activator,-2.9,10.9,-0.1,-17.4,-3.3,17.2,16.2,-12.5
AI-2 QS mod,4.0,20.2,16.4,23.5,14.2,15.2,19.6,9.5

17	CN(Cc1nc2ccccc2n1C)C(=O)c1ccco1
18	CCCCN(C)C(=S)Nc1ccsc1C(=O)OC
19	O=C(c1cccc(S(=O)(=O)N2CCOCC2)c1)N1CCN(S(=O)(=O)c2cccs2)CC1
20	CC(C)C(NC(=O)c1ccc(C(C)(C)C)cc1)C(=O)OCC(=O)NC(=O)Cc1ccccc1 (stereo not drawn)
21	Cc1cccc(CCNC(=O)CCS(=O)(=O)c2cc3c(cc2Cl)NC(=O)CO3)c1
22	CC(C)c1ccc(NC(=O)NCc2ccc3c(c2)OCO3)cc1
23	CCOC(=O)C1(CCCc2ccccc2)CCN(C(=O)C2CCCN(C(N)=O)C2)CC1 (stereo not drawn)
24	Cc1cc(O)c(Sc2ccccc2)c(=O)o1
25	COc1ccc(-n2c(C)cc(C(=O)CSc3ccc(NC(C)=O)cc3)c2C)cc1
26	Cc1ccc(-c2cc(N)nc(-c3ccccc3)c2)cc1
27	Cc1ccc(CNC(=O)Cn2cccc2)cc1

Compound,17,18,19,20,21,22,23,24,25,26,27
Platelet DG rel,16.0,-2.9,-4.0,12.2,-11.5,-1.7,-2.2,-4.5,-1.6,-5.6,3.4
HIF act,0.1,0.1,-0.7,-0.6,-0.2,0.7,-0.4,-0.2,1.0,-5.9,0.7
IEC-6 cytotox,4.0,-6.5,2.1,-0.8,-6.1,-1.3,4.9,·,-5.6,-1.4,-1.3
HDAC3 inhib,2.4,0.0,-0.3,21.8,-1.1,0.0,-0.1,-0.8,11.1,-1.4,-3.5
HSF1 inh,-2.3,1.2,2.4,-1.1,-4.4,-9.2,-7.1,0.5,15.4,10.4,1.0
KLF5 inh,-10.0,-14.3,-10.2,-6.2,-18.9,-29.4,9.3,·,-53.6,-62.1,-25.9
HSP90 inh,4.5,-2.4,-2.1,-1.5,-2.1,0.3,-1.2,·,-6.3,-2.9,-1.7
aSyn UTR inh,7.0,-7.5,7.3,0.7,-18.7,6.8,-18.0,15.5,-89.1,-86.9,-0.8
HSF1 activator,-10.9,15.8,28.3,18.1,3.9,2.2,3.9,-2.4,17.1,27.5,6.6
AI-2 QS mod,16.9,14.2,5.6,13.1,17.3,9.6,23.5,45.4,34.6,·,12.3

Screening results from PubChem.
